Screening results as filed in PubChem BioAssay.
HCT116 bCat-KO: beta-catenin-lacking colon tumor cell growth suppression; HCT116 beta-catenin knockout viability, CellTiter-Glo, 60 h; hits give low values; viability, % at 10 µM; hit rate 1.5% among 140,000; AID 818;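 active = viability at or under a set limit, the compound median less 4 SD, cut at about 6% in these data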;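 also: 0% = Hyamine 1622 control at 20 µM and 100% = untreated cell control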
Yeast growth inh: yeast BB579 growth reduction in restrictive medium. hit rate 0.51% among 140,000. S. cerevisiae BB579 growth, OD615, 48 h. inhibition, % at 10 µM. AID 804;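 active = inhibition above a set limit, 3 SD over the mean compound inhibition, cut at about 44% in these data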; also: inactives centre near -24
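Material: Saccharomyces cerevisiae DeaD strain BB579, replicative lifespan model yeast; buffer or medium: CSMM-D restrictive synthetic medium containing dextrose (glucose); compound: 10 µM single dose, DMSO 0.25%; timing: 48 h compound exposure at 30 °C after 4 h preincubation; signal: turbidity as optical density at 615 nm; benchmarks: positive control amphotericin B 10 µg/mL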
E-sel TNF inh: TNF alpha driven E-selectin expression inhibition | hit rate 0.71% among 120,000 | HUVEC TNFa-induced E-selectin immunofluorescence, high content | AID 1246 | inhibition, % at 2 µM;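 active = inhibition above the batch mean plus 3 SD, and confirmed as a hit on visual image review, cut at about 43% in these data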;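 also: 0% = TNF-stimulated DMSO wells and 100% = unstimulated control wells; not every result past the cut was called active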
Phagocyt inh: blocks phagocytosis by macrophages | inhibition, % at 5 µM | J774A.1 macrophage IgG-bead phagocytosis, imaging | hit rate 0.07% among 110,000;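 active = inhibition above the mean of the plate negative controls plus 5 SD, cut at about 13% in these data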;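 also: phagocytic index as fraction of beads internalized from green versus red external bead signal; plate controls were DMSO negative control for no effect and cytochalasin-D positive control for full effect; some results beyond the cut were filed as inactive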
PTEN del growth: suppresses growth of cells with PTEN deletion; HCT116 PTEN-null viability, CellTiter-Glo, 60 h; hits give low values; viability, % at 10 µM; hit rate 1.2% among 140,000; AID 827;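 active = viability at or below a set limit, 4 SD under the median of all tested compounds, cut at about 3.7% in these data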;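 also: PTEN knockout HCT116 line with beta catenin targeted HCT116 as companion control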
NPY Y2 blocker: blocks the human neuropeptide Y Y2 receptor; hit rate 0.99% among 140,000; NPY-Y2 expressing cells, antagonist mode; inhibition, % at 2.7 µM; in the data active = inhibition above about 17%;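 also: 0% = vehicle with agonist challenge and 100% = reference antagonist with challenge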
Target sequence (P49146 whole entry, looked up): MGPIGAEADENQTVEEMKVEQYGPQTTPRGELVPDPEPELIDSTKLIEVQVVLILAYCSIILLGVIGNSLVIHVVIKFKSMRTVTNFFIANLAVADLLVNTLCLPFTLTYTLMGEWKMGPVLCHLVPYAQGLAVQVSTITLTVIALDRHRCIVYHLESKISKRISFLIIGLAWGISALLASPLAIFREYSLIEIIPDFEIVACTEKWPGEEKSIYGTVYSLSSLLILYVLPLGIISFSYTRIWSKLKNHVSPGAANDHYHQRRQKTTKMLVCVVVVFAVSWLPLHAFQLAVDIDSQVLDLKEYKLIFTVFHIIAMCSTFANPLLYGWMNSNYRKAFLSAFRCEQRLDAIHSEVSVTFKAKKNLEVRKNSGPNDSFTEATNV
MRP-1 activ: MRP-1 activation | H69AR cells + doxorubicin, viability rescue, CellTiter-Glo | viability increase, % at 10 µM | hit rate 0.61% among 140,000 | AID 799;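 active = viability gain under doxorubicin at or above a set limit, the compound median plus 3 SD, cut at about 4.7% in these data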;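 also: MRP-1 overexpressing cells given doxorubicin 25 µM after compound pretreatment; 18-22 h compound pretreatment then 72 h with doxorubicin before readout; 0% = doxorubicin-only wells and 100% = vehicle-treated cells without doxorubicin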
Yeast life ext: extends the lifespan of yeast; S. cerevisiae growth with nicotinamide, OD615; deaD strain in restrictive glucose medium; inhibition of the nicotinamide effect, % at 10 µM; hit rate 0.68% among 130,000; AID 775;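 active = inhibition above a set limit, placed 3 SD over the median of all compounds, cut at about 26% in these data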;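 also: 0% = nicotinamide-treated wells and 100% = cells grown without nicotinamide; some compounds called inactive have numbers as strong as hits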
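Test system: DeaD-strain S. cerevisiae / Buffer or medium: restrictive glucose medium / Also added: nicotinamide 1.5 mM / Doses: one concentration, 10 µM, DMSO 0.25% / Schedule: 48 h at 30 °C / Signal: OD615 measurement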
GALR2 antag: GALR2 (human) receptor antagonism; O43603; AID 828; hit rate 0.39% among 140,000; GALR2-expressing cells, antagonist mode; inhibition, % at 4 µM; in the data active = inhibition above about 27%;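 also: cells stimulated with galanin 1-16 at roughly its EC80; 0% = agonist challenge control and 100% = basal control without agonist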
Target sequence (O43603 whole entry, looked up): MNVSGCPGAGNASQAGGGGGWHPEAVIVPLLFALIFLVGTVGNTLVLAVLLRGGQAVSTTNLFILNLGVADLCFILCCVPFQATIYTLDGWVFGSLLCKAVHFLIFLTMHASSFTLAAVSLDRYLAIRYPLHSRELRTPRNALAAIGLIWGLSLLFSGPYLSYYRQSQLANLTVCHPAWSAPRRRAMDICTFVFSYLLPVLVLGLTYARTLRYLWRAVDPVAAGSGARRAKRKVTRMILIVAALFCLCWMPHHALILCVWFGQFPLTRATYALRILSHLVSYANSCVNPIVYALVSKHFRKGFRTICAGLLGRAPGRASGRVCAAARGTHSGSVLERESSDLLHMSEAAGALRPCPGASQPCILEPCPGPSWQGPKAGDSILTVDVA
Measles CPE: protection of cells from measles virus | Measles virus-infected cells, CPE protection, absorbance | hit rate 1.5% among 140,000 | protection (pct of control), % at 4 µM; in the data active = protection mostly above about 24%, no sharp cut-off; inactive = mostly below about 26%; also: some compounds called inactive have numbers as strong as hits
An asterisk follows results filed as active. Hits appear at their usual frequency, and some 6.2% of all compounds hit somewhere here.

O=C(CCc1ccccc1)Nc1nc2n(n1)C(c1ccccc1)CC(=O)N2 (stereo not given) was read as HCT116 bCat-KO 86, Yeast growth inh -47, Phagocyt inh 0, PTEN del growth 94, NPY Y2 blocker -1, MRP-1 activ -1.3, Yeast life ext -11, GALR2 antag -4 and Measles CPE 5.
`CCOc1ccc(C(C(=O)NC2CCCC2)N(Cc2ccccc2)C(=O)c2nsc(Cl)c2Cl)cc1` (stereo not given) gave HCT116 bCat-KO 17, Yeast growth inh -24, E-sel TNF inh -31, Phagocyt inh 0, PTEN del growth 14, NPY Y2 blocker 25*, MRP-1 activ -4.6, Yeast life ext -7, GALR2 antag -4 and Measles CPE 21.
CC1(C2(O)CC(c3ccccc3)ON2)CCCCC1 (stereo not given) was read as HCT116 bCat-KO 63, Yeast growth inh -18, E-sel TNF inh 11, Phagocyt inh -1, PTEN del growth 72, NPY Y2 blocker 4, MRP-1 activ -1.6, Yeast life ext 0, GALR2 antag -12 and Measles CPE 29*.
Screening COc1cccc(-c2cc(C(=O)Nc3ccc([N+](=O)[O-])cn3)c3ccccc3n2)c1 returned HCT116 bCat-KO 76, Yeast growth inh -32, E-sel TNF inh -3, Phagocyt inh -12, PTEN del growth 72, NPY Y2 blocker 26*, MRP-1 activ -1.6, Yeast life ext -1, GALR2 antag 0 and Measles CPE 6.
COc1ccc(C(=O)N2CCN(S(=O)(=O)c3ccc(Cl)cc3)CC2)cc1OC was read as HCT116 bCat-KO 93, Yeast growth inh -6, E-sel TNF inh 14, Phagocyt inh -2, PTEN del growth 92, NPY Y2 blocker -2, MRP-1 activ -0.8, Yeast life ext -8, GALR2 antag 9 and Measles CPE 6.
Screening COC(=O)c1cc(=O)nc2sc(-c3ccccc3)nn12 returned HCT116 bCat-KO 100, Yeast growth inh -21, E-sel TNF inh 5, Phagocyt inh -2, PTEN del growth 95, NPY Y2 blocker -1, MRP-1 activ -1.3, Yeast life ext -5, GALR2 antag -3 and Measles CPE 11.
`Cc1ccc(C)c(N/N=C2\CCCNC2=O)c1` gave HCT116 bCat-KO 88, Yeast growth inh -23, PTEN del growth 87, NPY Y2 blocker -3, MRP-1 activ -1.4, Yeast life ext -7, GALR2 antag 11 and Measles CPE 12.
For CC(CCc1ccccc1)NC(=O)CN1CCN(Cc2ccc(Cl)cc2)C1=O (stereo not given) the results were HCT116 bCat-KO 78, Yeast growth inh -43, E-sel TNF inh -2, Phagocyt inh 0, PTEN del growth 73, NPY Y2 blocker 5, MRP-1 activ 7.3*, Yeast life ext -6, GALR2 antag 2 and Measles CPE 5.
`COc1ccc(S(=O)(=O)Nc2ccccc2C(=O)Nc2nc(-c3ccc(F)cc3)cs2)cc1OC` gave HCT116 bCat-KO 48, Yeast growth inh -48, Phagocyt inh -1, PTEN del growth 42, NPY Y2 blocker 4, MRP-1 activ -4.0, Yeast life ext 9, GALR2 antag 1 and Measles CPE 2.
Screening N#Cc1ccc(-n2nccc2-c2cnc3n(c2=O)CCS3)cc1 returned HCT116 bCat-KO 106, Yeast growth inh -16, E-sel TNF inh -3, Phagocyt inh -1, PTEN del growth 100, NPY Y2 blocker 1, MRP-1 activ -0.3, Yeast life ext -1, GALR2 antag -8 and Measles CPE 41*.
`COc1ccc(C/C(N)=N/n2cnnc2)cc1Cl` gave HCT116 bCat-KO 95, Yeast growth inh -74, E-sel TNF inh -5, Phagocyt inh 1, PTEN del growth 106, NPY Y2 blocker -1, MRP-1 activ -0.8, Yeast life ext -9, GALR2 antag -6 and Measles CPE 2.
O=C(O)Cc1ccc(NC(=O)C2CCCCC2C(=O)O)cc1 (stereo not given) was read as HCT116 bCat-KO 99, Yeast growth inh 4, E-sel TNF inh 2, Phagocyt inh 0, PTEN del growth 95, NPY Y2 blocker 2, MRP-1 activ -1.5, Yeast life ext -10, GALR2 antag -2 and Measles CPE 4.
`O=C(NCCc1nc2ccccc2[nH]1)/C(=C/c1ccc2c(c1)OCO2)NC(=O)c1ccccc1Cl` gave HCT116 bCat-KO 100, Yeast growth inh -2, E-sel TNF inh 29, PTEN del growth 93, NPY Y2 blocker 4, MRP-1 activ -2.1, Yeast life ext 1, GALR2 antag 12 and Measles CPE 2.
COc1ccc(/C=N/NC(=O)c2ccc(NC(=O)c3ccccc3Br)cc2)cc1 was read as HCT116 bCat-KO 76, Yeast growth inh -51, E-sel TNF inh -13, Phagocyt inh 0, PTEN del growth 67, NPY Y2 blocker 4, MRP-1 activ -1.4, Yeast life ext -5, GALR2 antag 7 and Measles CPE 2.
Cc1cccc(N/C=C/C(=O)c2cccs2)c1C was read as HCT116 bCat-KO 72, Yeast growth inh -6, E-sel TNF inh -1, Phagocyt inh -6, PTEN del growth 60, NPY Y2 blocker 4, MRP-1 activ -5.0, Yeast life ext -9, GALR2 antag 19 and Measles CPE 11.
Screening Cc1cccc(-c2cc(C(=O)Nc3sc(C)c(C)c3C(N)=O)c3ccccc3n2)c1 returned HCT116 bCat-KO 61, Yeast growth inh -24, E-sel TNF inh 47, PTEN del growth 54, NPY Y2 blocker -3, MRP-1 activ -3.2, Yeast life ext -18, GALR2 antag -9 and Measles CPE 27.
Screening Cc1ccc(NC(=O)CSc2nnc(C(F)(F)F)n2C)cc1[N+](=O)[O-] returned HCT116 bCat-KO 107, Yeast growth inh -5, E-sel TNF inh 6, Phagocyt inh -9, PTEN del growth 104, NPY Y2 blocker 1, MRP-1 activ 0.9, Yeast life ext 0, GALR2 antag -6 and Measles CPE 25.
`Cc1sc2ncnc(N3CCCCC3)c2c1C` gave HCT116 bCat-KO 83, Yeast growth inh -48, Phagocyt inh -1, PTEN del growth 89, NPY Y2 blocker 1, MRP-1 activ -1.1, Yeast life ext 1, GALR2 antag -3 and Measles CPE 2.
Cc1c(NS(=O)(=O)c2ccc(NC3CCCC3)c([N+](=O)[O-])c2)c(=O)n(-c2ccccc2)n1C was read as HCT116 bCat-KO 81, Yeast growth inh -44, E-sel TNF inh 16, PTEN del growth 76, NPY Y2 blocker 6, MRP-1 activ -2.1, Yeast life ext -3, GALR2 antag -2 and Measles CPE 15.
`CC(CCc1ccccc1)NC(=O)C(=O)Nc1ccccc1` (stereo not given) gave HCT116 bCat-KO 86, Yeast growth inh -30, Phagocyt inh -7, PTEN del growth 85, NPY Y2 blocker 8, MRP-1 activ -0.8, Yeast life ext -2, GALR2 antag 9 and Measles CPE 7.
`CCCOc1ccc(C(=O)C(c2ccccc2)N2CCOCC2)cc1` (stereo not given) gave HCT116 bCat-KO 83, Yeast growth inh -2, E-sel TNF inh -8, Phagocyt inh 0, PTEN del growth 86, NPY Y2 blocker 5, MRP-1 activ -0.5, Yeast life ext 10, GALR2 antag 13 and Measles CPE 1.
For COc1cccc(NC(=O)c2nc3ncccn3n2)c1 the results were HCT116 bCat-KO 100, Yeast growth inh -1, E-sel TNF inh -8, Phagocyt inh 2, PTEN del growth 100, NPY Y2 blocker 1, MRP-1 activ -2.7, Yeast life ext -8, GALR2 antag -4 and Measles CPE 22.
`CC(C)C[C@H](NC(=O)OC(C)(C)C)c1nnc(SCc2ccccc2)o1` gave HCT116 bCat-KO 77, Yeast growth inh -50, E-sel TNF inh 19, Phagocyt inh 0, PTEN del growth 72, NPY Y2 blocker 3, MRP-1 activ -1.2, Yeast life ext 0, GALR2 antag -11 and Measles CPE 7.
Screening CC(=O)n1cc(/C=N/NC(=O)c2sc(C)nc2C)c2ccccc21 returned HCT116 bCat-KO 45, Yeast growth inh -16, E-sel TNF inh -8, PTEN del growth 48, NPY Y2 blocker -2, MRP-1 activ -4.2, Yeast life ext -12, GALR2 antag 13 and Measles CPE 4.
`COc1ccccc1-c1cnnc(N/N=C/c2ccc(-c3cccc(Br)c3)o2)n1` gave HCT116 bCat-KO 76, Yeast growth inh -45, E-sel TNF inh -50, PTEN del growth 66, NPY Y2 blocker 3, MRP-1 activ 0.3, GALR2 antag 5 and Measles CPE 5.
Screening COc1cc2c(cc1NC(=O)c1cc(-c3cccnc3)nc3ccc(C)cc13)oc1ccccc12 returned HCT116 bCat-KO 9, Yeast growth inh -7, E-sel TNF inh -29, PTEN del growth 4, NPY Y2 blocker 1, MRP-1 activ -1.0, Yeast life ext -13, GALR2 antag -2 and Measles CPE 16.
Screening COC(=O)c1cccc(C(=O)Nc2ccc(C)cc2)n1 returned HCT116 bCat-KO 91, Yeast growth inh -23, E-sel TNF inh -44, PTEN del growth 99, NPY Y2 blocker -1, MRP-1 activ -0.9, Yeast life ext -9, GALR2 antag 24 and Measles CPE 18.
For CCC(c1nnnn1C(C)(C)C)N(CCOC)Cc1cc2cccc(C)c2n2nnnc12 (stereo not given) the results were HCT116 bCat-KO 82, Yeast growth inh -25, E-sel TNF inh -1, Phagocyt inh -1, PTEN del growth 93, NPY Y2 blocker 0, MRP-1 activ -2.6, Yeast life ext -7, GALR2 antag -1 and Measles CPE 5.
Screening CCOC(=O)C1=C(CN2CCc3ccccc32)NC(=O)NC1c1cccc([N+](=O)[O-])c1 (stereo not given) returned HCT116 bCat-KO 61, Yeast growth inh -61, E-sel TNF inh 3, Phagocyt inh 0, PTEN del growth 69, NPY Y2 blocker -2, MRP-1 activ -2.4, Yeast life ext -8, GALR2 antag -12 and Measles CPE 8.
Screening CCC(=O)Nc1cc2c(cc1C(=O)c1ccccc1)OCCO2 returned HCT116 bCat-KO 92, Yeast growth inh -16, PTEN del growth 93, NPY Y2 blocker 2, MRP-1 activ -0.3, Yeast life ext -16, GALR2 antag -2 and Measles CPE 0.
`Cc1ccccc1NC(=O)N1CCCC(c2nc(-c3ccc(F)cc3)no2)C1` (stereo not given) gave HCT116 bCat-KO 95, Yeast growth inh -15, Phagocyt inh 0, PTEN del growth 90, NPY Y2 blocker 0, MRP-1 activ -1.7, Yeast life ext -14, GALR2 antag -13 and Measles CPE 16.
`CCCc1nn(C)c2c1C(c1cccnc1)C(C#N)=C(N)O2` (stereo not given) gave HCT116 bCat-KO 99, Yeast growth inh -22, E-sel TNF inh -15, Phagocyt inh -1, PTEN del growth 92, NPY Y2 blocker 1, MRP-1 activ -0.1, Yeast life ext 0, GALR2 antag 7 and Measles CPE 10.
Screening O=C(O)c1ccc(S(=O)(=O)N2CCC(c3nc(-c4ccccc4Cl)no3)CC2)cc1 returned HCT116 bCat-KO 97, Yeast growth inh -44, E-sel TNF inh -3, Phagocyt inh -1, PTEN del growth 86, NPY Y2 blocker 0, MRP-1 activ -1.6, Yeast life ext -12, GALR2 antag -9 and Measles CPE 7.
Screening CC(=O)Nc1ccc(NC(=O)COc2ccc(Br)cc2C)cc1 returned HCT116 bCat-KO 98, Yeast growth inh -56, E-sel TNF inh -3, Phagocyt inh 1, PTEN del growth 87, NPY Y2 blocker 2, MRP-1 activ -1.3, Yeast life ext 2, GALR2 antag 2 and Measles CPE 6.
